# High-throughput results (PubChem)
# PglD DTNB: C. jejuni PglD acetyltransferase inhibitors, primary screen, biochemical, DTNB colorimetric, single point | UDP-N-acetylbacillosamine N-acetyltransferase PglD (Campylobacter jejuni) | purified PglD enzyme, DTNB colorimetric CoA detection | inhibition, % at 12.5 µM | hit rate 0.098% among 360,000 | AID 602405, 2012; in the data active = inhibition above about 16%, passing the limit was not always enough; note: strong numbers were not always called active
# miR122 inh: miR-122 Renilla sensor signal increase in Huh7, primary screen, miR-122 inhibitor project, cell-based, single point, plate reader; Huh7 miR-122 Renilla luciferase sensor, 48 h; neutral wells = 0, positive control = 100; activation (reporter increase), % at 12.5 µM; hit rate 0.3% among 340,000; AID 602342, 2012;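 active = mean replicate activation score at least 90 and every replicate individually at or above 90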;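 note: higher luciferase means less miR-122 activity so hits act as miR-122 inhibitors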
# Statin myotox sup: suppressors of statin myotoxicity in C2C12 myotubes, primary screen, cell-based, single point, plate reader; hit rate 0.78% among 330,000; rescue of ATP level, % at 7.49 µM; C2C12 myotubes + simvastatin, ATP luminescence, 48 h; scaled: DMSO 0, geranylgeraniol control 100;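 active = mean ATP rescue above about 67%, or every replicate alone reaching that limit, limit read from the data, passing the limit was not always enough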;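 note: myotubes were challenged with 10 µM simvastatin during compound exposure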
# Cneo AK release: Cryptococcus neoformans cell lysis inducers, primary screen, AK release luminescence, single concentration | C. neoformans lysis, adenylate kinase release luminescence, 4 h; normalised: neutral wells 0, clomiphene wells 100 | hit rate 0.2% among 360,000 | lysis activity, % at 15 µM;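 active = mean lysis activity across replicates of at least 80%, whatever share of replicates individually reach that level; inactive = mean lysis activity below 80%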
#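 Assay system: log-phase C. neoformans yeast / Quantity: yeast cell density of 5 × 10^6 cells/mL / Medium: fresh YPD growth medium / Compound: single dose / Timing: static 4 h at 37 °C with compound, 1 h detection / Measured by: adenylate kinase release luminescence / Read-out: lysis from increased AK signal / Benchmarks: Clomiphene as positive lysis control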
# FN deposition inh: inhibitors of fibronectin matrix deposition, primary screen, AH1F cells, Alexa488-fibronectin fluorescence, plate reader; AH1F fibroblasts, overnight; inhibition, % at 12.6 µM; hit rate 0.086% among 350,000;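 active = mean inhibition across replicates of 30% or more, regardless of how many single replicates reach that level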;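 note: positive control wells lacked labelled fibronectin entirely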
#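 Schedule: 1 h cell adhesion before compound, then overnight fibronectin incubation; test system: AH1F fibroblast monolayer depositing Alexa488-labelled fibronectin into matrix; quantity: 10000 AH1F cells per well; probe or stimulus: fluorescent fibronectin at 24 nM final; signal: fluorescence, ex 485 nm, em 525 nm; evaluation: percent inhibition as loss of matrix-bound fibronectin fluorescence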
# F508del corr: F508del CFTR correction, initial screen, CFBE line, single point. CFBE cells, YFP halide quenching; stimulated with forskolin plus potentiator P3; % fluorescence drop versus neutral controls. activity (quench increase), % at 7.58 µM. hit rate 0.36% among 350,000. AID 720511, 2013;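 active = mean added fluorescence quench of at least 8% versus neutral control, with both replicates also reaching 8%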;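 note: cells transiently co-express mutant CFTR-F508del with the halide-sensitive YFP; corrector assay measuring rescue of mutant channel to the surface after 24 h compound exposure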
# INS-1E GSIS act: GLuc luminescence reporter in INS-1E cells, primary screen for activators of glucose-dependent secretion of insulin. hit rate 0.61% among 370,000. activation, % at 16.6 µM. INS-1E GLuc reporter insulin secretion, 2-3 h;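 active = lowest replicate activation of at least 40%, so every replicate reaches that level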;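 note: 0% = median of neutral control wells and 100% = median of IBMX positive control wells; some compounds called inactive have numbers as strong as hits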
# PGC1a acetyl inh: inhibitors of PGC1a acetylation signal, primary screen, cell-based, U2OS, AlphaScreen, inhibitor mode | hit rate 0.17% among 350,000 | AlphaScreen anti-acetyl-lysine; with virally co-expressed GCN5 acetyltransferase | inhibition, % at 15.6 µM | AID 651687, 2012;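 active = every replicate shows inhibition of at least 40%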;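 note: 0% = neutral control wells and 100% = positive control wells; some results beyond the cut were filed as inactive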
# * marks the source's active call; other numbers are inactive results; . = not tested or not shown; & = joins results of further samples; [ ] = remark or other dose.
SMILES,PglD DTNB,miR122 inh,Statin myotox sup,Cneo AK release,FN deposition inh,F508del corr,INS-1E GSIS act,PGC1a acetyl inh
Cc1ccc(C=NCc2ccncc2)c(O)c1,3,1,-5,0,-1,.,.,15
CCCC(=O)Nc1cccc(-c2cn3cccnc3n2)c1,.,.,.,.,-8,1.6,6,0
COc1ccc2c3c(n(C)c2c1)[C@H](CO)NCC31CCN(Cc2cc(-c3ccccc3)on2)CC1,.,.,.,.,-6,12*,12,69*
Cn1c(=O)c(C(=O)N2CCc3ccccc32)cc2cccnc21,1,-3,-3,-5,0,0.2,-6,.
N#Cc1ccc(OCC(=O)NCCN2CCOCC2)cc1,3,2,-1,-2,5,1.1,-2,-2
COc1ccccc1NC(=O)COc1ccc(/C=N/NS(=O)(=O)c2ccc(C)cc2)cc1,-1,58,.,0,.,.,.,-17
Cc1ccc(-c2cnc3c(c2)C(=O)N([C@@H](C)CO)C[C@@H](C)[C@@H](CN(C)Cc2ccccc2F)O3)cc1,0,10[16.7 µM],-5,0,2,1.0,1,3
NC(=O)[C@H]1CC2(CC(c3cccc(NC(=O)[C@H]4CCC(=O)N4)c3)=NO2)CN1C(=O)c1ccccc1 (stereo partly specified),5,-1,-4,-1,6,0.2,5,4
C[C@H](CO)N1C[C@H](C)[C@H](CN(C)C(=O)c2ccccc2)Oc2ncc(C3=CCCCC3)cc2C1=O,57,6[16.7 µM],44,5,6,4.4,8,-5
COc1ccc(C2CC(=O)c3cnc(NC(=O)c4ccccc4OC)nc3C2)c(OC)c1 (stereo unspecified),-2,2,39,2,.,.,.,-24
Cc1nn(-c2ccccc2)c2[nH]c(=O)c(CNCC3CCCO3)cc12 (stereo unspecified),-8,6,3,2,.,.,.,7
Cc1ccc(S(=O)(=O)N[C@H]2CC[C@H](CC(=O)N3CCC(Cc4ccccc4)CC3)O[C@@H]2CO)cc1,-2,.,17,-1,.,-1.0,-32,-9
CCC(=O)N/C(=N/c1nc(C)cc(C)n1)Nc1ccc(OC)cc1,3,.,-19,0,.,1.1,8,-3
CCCNC(=O)Nc1ccc2c(c1)OC[C@@H](C)N(S(C)(=O)=O)C[C@@H](C)[C@H](OC)CN(C)C2=O,.,.,.,.,3,-0.1,0,-6
CCOc1ccc(Oc2ccc(S(=O)(=O)N3CCOCC3)cc2NC(=O)C2=COCCO2)cc1,-2,1,11,4,2,-1.6,-21,-4
COc1ccc(CN2CN(C(C)C)CSC2=S)cc1,-1,1,18,0,.,.,.,-14
O=C(O)c1cc(S(=O)(=O)NC(CO)C(O)c2ccc([N+](=O)[O-])cc2)ccc1Br (stereo unspecified),-5,-6,-5,2,0,-0.2,7,-3
C[C@@H]1CN([C@@H](C)CO)C(=O)Cc2cc(NS(=O)(=O)c3ccccc3)ccc2O[C@@H]1CN(C)Cc1ccc(C(=O)Nc2ccccc2N)cc1,3,0[16.7 µM],-33,-1,.,-0.6,0,16
Cc1cccc(OCC(=O)N2CCN(C(=O)c3cccs3)CC2)c1,1,.,9,1,.,.,2,.
N#Cc1ccccc1CSc1nc2ccc(NC(=O)c3ccccc3C(=O)O)cc2s1,.,-1,.,.,0,-2.6,-1,-3
CN(CC(=O)Nc1cccc(F)c1)C(=O)c1cc2c(s1)CCCCC2,-3,3,-39,0,.,.,.,-11
O=C1CSC(=S)N1/N=C/c1cccnc1,-3,10,.,5,8,-1.4,-6,-3
O=C(NCCCNC(=O)c1ccccn1)c1cccc(F)c1,2,.,16,5,4,0.1,9,.
C[C@@H]1CN([C@H](C)CO)C(=O)c2cc(NS(=O)(=O)c3ccc(F)cc3)ccc2O[C@H]1CN(C)Cc1ccc(-c2ccccc2)cc1,2,-5[16.7 µM],8,-2,.,-1.3,4,-16
CCS(=O)(=O)N1CC2(C1)[C@@H](c1ccccc1)[C@@H](CO)N2C(=O)c1ccccc1,.,.,.,.,-9,-0.1,14,-2
Cc1c(NC(=O)/C(=C/c2cccs2)NC(=O)c2ccccc2)c(=O)n(-c2ccccc2)n1C,.,.,.,.,-9,3.6,33,3
Cc1occc1-c1nnc(SCC(=O)c2ccc(Cl)cc2)n1C,2,-9,.,-2,0,.,.,37
CCOC(=O)C1CCN(C(=O)CCN2C(=O)C3C4C=CC(C4)C3C2=O)CC1 (stereo unspecified),-4,-3,13,-2,0,.,.,-5
COC(=O)c1ccccc1NC(=O)CN1C(=O)NC2(CCCCCCC2)C1=O,.,2,2,0,-3,-2.6,14,-4
CN(C)c1ccc(NC(=O)CC2NCCNC2=O)cc1 (stereo unspecified),2,-9,18,-1,-9,.,.,17
C[C@@H]1CN([C@@H](C)CO)S(=O)(=O)c2ccc(C#Cc3ccc(F)cc3)cc2O[C@@H]1CN(C)S(=O)(=O)c1cn(C)cn1,-1,63[16.7 µM],-34,1,.,4.8,-6,-9
Cc1ccc(CN(Cc2cc3cc(C)ccc3[nH]c2=O)C(=O)N2CCOCC2)cc1,5,-5,6,-2,-11,.,.,6
CCNc1nc(Oc2ccc(=O)[nH]n2)nc(N2CCOCC2)n1,-5,-2,2,1,14,.,.,17
O=C(CSc1nc(-c2ccc(F)cc2)cc(C(F)(F)F)n1)Nc1ccc2c(c1)OCO2,-7,5,-4,1,-2,.,-1,3
O=C(CN1CCOc2ccccc21)NCc1ccc(Cl)cc1,2,.,-4,-5,5,9.2*,-2,.
CC1CCCCC1NC(=O)COC(=O)c1ccc2c(c1)NC(=O)CS2 (stereo unspecified),-2,1,14,1,0,-0.2,3,3
C[C@H]1CN([C@@H](C)CO)C(=O)c2cccc(NC(=O)Nc3ccc(C(F)(F)F)cc3)c2O[C@@H]1CN(C)C(=O)Nc1ccc(F)cc1,0&4,-1[16.7 µM],-96&-32,-12&-2,1,4.3&2.1,-69&-15,-7&-3
O=C(CN(C1CC1)S(=O)(=O)c1ccc(S(=O)(=O)NC2CCCCC2)cc1)Nc1ccccc1,-96,53,.,1,.,.,.,-5
Cc1ccsc1CNc1ncnc2ccc(-c3c(C)noc3C)cc12,12,-7,16,-1,-23,-6.2,.,45
Cc1ccc(C(=O)C(OC(=O)CN2C(=O)c3ccccc3C2=O)c2ccccc2)cc1 (stereo unspecified),1,-10,10,1,10,.,.,0
Cc1ccccc1-n1c(SC(C)C(=O)N2CCN(C)CC2)nc2ccccc2c1=O (stereo unspecified),4,2,4,7,.,0.8,-14,-9
C[C@@H]1CN([C@H](C)CO)C(=O)c2cc(NC(=O)CCCN(C)C)ccc2O[C@H]1CN(C)Cc1ccncc1,-1,0[16.7 µM],-1,20,-1,-3.3,20,-3
CCc1ccc(N2CC(C(=O)OCc3csc(CC(=O)Nc4ccccc4C)n3)CC2=O)cc1 (stereo unspecified),2,4,-5,2,10,-2.9,13,3
CC(C)[C@H](NC(N)=O)C(=O)Nc1cccc([N+](=O)[O-])c1,.,.,.,.,3,-0.7,2,-2
CCCc1nc2c(C)cc(Br)cn2c1Cc1ccccc1,7,-4,-2,14,-11,2.6,-2,-25
CCCC#Cc1cnc2c(c1)C(=O)N([C@@H](C)CO)C[C@@H](C)[C@@H](CN(C)C(=O)NC1CCCC1)O2,0,-4[16.7 µM],-21,3,-16,.,-7,8
O=C(COC(=O)c1ccc(Cl)c(S(=O)(=O)N2CCCCC2)c1)NCc1ccco1,-1,.,0,0,0,-2.1,4,-1
Cc1noc(C)c1NC(=O)N(C)C[C@H]1OCCCC[C@H](C)Oc2ccc(N(C)C)cc2C(=O)N([C@@H](C)CO)C[C@@H]1C,5,-4[16.7 µM],23,-2,.,1.0,-1,12
Cc1c(Cl)cccc1NC(=O)c1ncn[nH]1,-3,1,4,-2,10,3.7,-20,6
O=C(NC(=S)NC1CCS(=O)(=O)C1)c1ccccc1F (stereo unspecified),-2,2,3,0,.,1.8,14,.
COc1ccc(/C=N/n2cnc3c([nH]c4ccccc43)c2=O)cc1CO,.,-4,-3,.,3,-1.0,-9,-7
O=C1C=C(N2CCOCC2)C2(CCCCC2)O1,.,-6,.,.,8,2.5,6,1
CCC(c1nnnn1Cc1ccco1)N(Cc1cc2cc(C)cc(C)c2[nH]c1=O)CC1CCCO1 (stereo unspecified),-1,-4,7,-3,.,.,.,-2
COc1cccc(NC(=O)CN(C)C(=O)CN2C(=O)c3ccc([N+](=O)[O-])cc3C2=O)c1,4,2,6,.,-2,-5.9,-6,-4
COc1ccc(-c2cnc3c(c2)C(=O)N([C@H](C)CO)C[C@H](C)[C@@H](CN(C)C(=O)C2CC2)O3)cc1,.,21[16.7 µM],-7,.,.,3.1,3,111*
CC[C@@H](CC1CCCCC1)C(=O)N(Cc1ccccc1)c1ccccc1,3,-2,-26,-2,8,-1.7,15,-6
CSCC[C@H](NC(=O)c1cccc(S(=O)(=O)N2CCN(C)CC2)c1)c1nc2ccccc2[nH]1,-1,.,-36,0,-7,-0.4,-1,-3
CN1CCOC(=O)/C1=N/Nc1cc(Cl)ccc1Cl,-1,15,12,3,-2,-0.3,.,1
CN(Cc1ccc(-n2cccn2)cc1)Cc1nc(-c2cnccn2)no1,.,.,.,.,6,2.7,2,8
COc1ccc(C(=O)Nc2ccc(NC(=O)c3cccs3)cn2)cc1,-5,-9,-5,4,5,0.3,2,2

# Copied from the results shown, 2 compounds:
SMILES,PglD DTNB,miR122 inh,Statin myotox sup,Cneo AK release,FN deposition inh,F508del corr,INS-1E GSIS act,PGC1a acetyl inh
CCCC#Cc1cnc2c(c1)C(=O)N([C@@H](C)CO)C[C@@H](C)[C@@H](CN(C)C(=O)NC1CCCC1)O2,0,-4[16.7 µM],-21,3,-16,.,-7,8
O=C(COC(=O)c1ccc(Cl)c(S(=O)(=O)N2CCCCC2)c1)NCc1ccco1,-1,.,0,0,0,-2.1,4,-1

# Next records follow.
SMILES,PglD DTNB,miR122 inh,Statin myotox sup,Cneo AK release,FN deposition inh,F508del corr,INS-1E GSIS act,PGC1a acetyl inh
CSc1nc2ccccc2c(=O)n1N,0,0,-36,-3,.,.,.,2
O=C(Nc1ccc(N2CCOCC2)c(Cl)c1)c1ccc(S(=O)(=O)N2CCOCC2)cc1,-6,-2,-17,0,4,-0.6,-11,.
CCCN(CCC)S(=O)(=O)c1ccc(Cl)c([N+](=O)[O-])c1,.,7,-8,.,8,-1.6,-8,-19
CCCc1nc2c(sc3nc4c(cc32)COC(C)(C)C4)c(=O)o1,.,.,.,.,-5,1.6,-2,4
O=C(Nc1ccncc1)Nc1ccc(F)cc1,3,-1,.,-2,6,2.4,13,14
CC1(C)CC(=O)C2=C(C1)OC(N)=C(C#N)C21C(=O)N2CCCc3cccc1c32 (stereo unspecified),2,-2,4,1,10,.,12,4
CC(C)Cc1nc(SCC(=O)N2CCCCC2)c2c(=O)n(C)c(=O)n(C)c2n1,6,.,-5,12,-6,-2.0,-21,.

# PGC1a acetyl inh: hit marks shown above
compound,PglD DTNB,miR122 inh,F508del corr,INS-1E GSIS act,PGC1a acetyl inh
COc1ccc2c3c(n(C)c2c1)[C@H](CO)NCC31CCN(Cc2cc(-c3ccccc3)on2)CC1,.,.,12*,12,69*
COc1ccc(-c2cnc3c(c2)C(=O)N([C@H](C)CO)C[C@H](C)[C@@H](CN(C)C(=O)C2CC2)O3)cc1,.,21[16.7 µM],3.1,3,111*
